Kir21 block – inhibitors of mouse Kir2.1 inward-rectifier potassium channel; P35561; HEK293-Kir2.1, FluxOR thallium flux fluorescence; active compounds read low; B-score at 10 µM; 310,000 tested, 0.85% active; AID 1672;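 active = fluorescence ratio B-score at or below minus 3 SD of library scores, with starting-brightness B-score within 2 SD, cut at about -4.2 in these data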;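 note: channel flux triggered by added potassium and thallium sulfate stimulus; B-score of peak minus minimum fluorescence over baseline after thallium stimulus; more negative B-score means stronger Kir2.1 block with less thallium influx; some compounds called inactive have numbers as strong as hits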
CHT block – inhibitors of human choline transporter CHT; Q9GZV3; CHT-expressing cells, membrane potential dye, choline response; active compounds read low; B-score at 10 µM; 310,000 tested, 0.86% active;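 active = B-score over 3 SD under the library average, and starting fluorescence ratio not unusually high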;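 note: choline stimulus applied at its EC90 after an EC20 pre-addition; B-score computed on integrated fluorescence ratio after choline addition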
KCNQ2 block – KCNQ2 potassium channel inhibitors, primary screen, cell-based, CHO-K1, FluxOR thallium flux, B-score (AID 2156); B-score at 10 µM; 310,000 tested, 1.1% active; 20 min; active compounds read low;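 active = fluorescence ratio B-score at most minus 3 library SDs, with starting brightness B-score within 2 library SDs, cut at about -5.5 in these data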
Target sequence (O88943 whole entry, looked up): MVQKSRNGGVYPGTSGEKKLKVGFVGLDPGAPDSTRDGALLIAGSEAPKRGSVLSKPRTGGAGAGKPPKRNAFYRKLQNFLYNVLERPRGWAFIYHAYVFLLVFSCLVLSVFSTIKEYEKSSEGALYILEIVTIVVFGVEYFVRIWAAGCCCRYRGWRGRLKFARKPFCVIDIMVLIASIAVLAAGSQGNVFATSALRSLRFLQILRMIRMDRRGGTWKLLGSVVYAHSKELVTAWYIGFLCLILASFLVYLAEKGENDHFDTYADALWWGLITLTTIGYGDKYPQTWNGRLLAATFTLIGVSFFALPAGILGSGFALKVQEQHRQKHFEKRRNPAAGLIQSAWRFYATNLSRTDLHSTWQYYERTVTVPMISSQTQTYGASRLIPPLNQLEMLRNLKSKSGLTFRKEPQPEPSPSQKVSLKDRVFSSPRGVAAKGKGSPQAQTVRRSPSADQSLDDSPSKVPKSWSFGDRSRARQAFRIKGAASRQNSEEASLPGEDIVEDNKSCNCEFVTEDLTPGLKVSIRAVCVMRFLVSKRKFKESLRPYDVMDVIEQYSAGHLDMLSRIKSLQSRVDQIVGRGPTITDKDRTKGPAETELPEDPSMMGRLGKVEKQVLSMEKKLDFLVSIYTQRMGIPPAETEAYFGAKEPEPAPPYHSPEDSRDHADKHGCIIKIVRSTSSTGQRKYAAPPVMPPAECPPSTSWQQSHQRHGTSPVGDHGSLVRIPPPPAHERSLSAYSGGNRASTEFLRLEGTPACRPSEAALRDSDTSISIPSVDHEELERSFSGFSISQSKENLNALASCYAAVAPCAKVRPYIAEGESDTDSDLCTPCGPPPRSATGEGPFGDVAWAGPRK
The depositor's hits bear a star; i = inactive; . = not tested or not shown.

compound	CHT block	KCNQ2 block	Kir21 block
CN1CCOc2cc(S(=O)(=O)NCc3ccc(S(N)(=O)=O)cc3)ccc21	i	i	0.13
Cc1cc2ccccc2n1CCNC(=O)COc1ccccc1	i	i	1.8
CCOC(=O)c1ccc(NC(=O)CSC2=NC(=O)C(CC)C(=O)N2)cc1 (stereo unspecified)	i	i	0
NC(=O)c1ccc(N=Cc2c(O)ccc3ccccc23)cc1	i	i	1.9
Cc1ccc(NS(=O)(=O)c2ccc(C(=O)NCCCN3CCOCC3)cc2)cc1	i	i	1.3
Cc1ccc(S(=O)(=O)c2nc(NN(C)C)sc2Cl)cc1	i	i	0.05
Cc1cc(NC(=O)c2cc(-c3cccc(Cl)c3)on2)no1	i	i	2.2
Cc1nn(C)c(N)c1[N+](=O)[O-]	i	i	0.02
COc1ccc(CC(=O)NNC(=O)c2nn(Cc3ccccc3)c(=O)c3ccccc23)cc1OC	i	i	0.05
CS(=O)(=O)c1ccc(C(=O)Nc2cccc(-c3nc4ccccc4[nH]3)c2)cc1	i	i	1.9
O=C(NCCCN1CCCCCC1)c1ccc2c(Cl)c3c(nc2c1)CCCC3	i	i	-1.2
CCOc1ccccc1N1CC(C(=O)Nc2cccc(S(=O)(=O)N3CCCCC3)c2)CC1=O (stereo unspecified)	i	i	0.83
CCOc1cc(NC(=O)CC(C)C)c(OCC)cc1NC(=O)CCn1nnc2ccccc21	i	i	-1.6
CCCCn1c(N)c(N(CC(C)C)C(=O)CCNC(=O)c2ccccc2Cl)c(=O)[nH]c1=O	i	i	0.6
CCOC(=O)c1cccnc1SCC(=O)Nc1ccc(C)cc1	i	i	0.05
CC1Cc2ccccc2N1CC(=O)NC(=O)NC1CCCCC1 (stereo unspecified)	i	i	-0.11
COc1cc(/C=N/NC(=O)c2ccncc2)ccc1OCc1cnc(Cl)s1	i	i	-1
CN(C)C(=O)N1CCC(C(=O)NCc2ccc(F)cc2)CC1	i	i	-0.47
CC(C)C(=O)N1CCN(c2ccc(NC(=O)COc3ccccc3[N+](=O)[O-])cc2)CC1	i	i	1.1
c1cncc(-c2nc(NCC3COc4ccccc4O3)c3ccccc3n2)c1 (stereo unspecified)	i	i	-0.84
CCOc1ccccc1N1CCN(C(=S)Nc2ccc(S(=O)(=O)Nc3ncccn3)cc2)CC1	i	i	-0.15
CCC(=O)N1CCN(c2ccc(Cl)cc2NC(=O)c2ccc3c(c2)OCCO3)CC1	i	i	-0.42
O=C(NCCCn1ccnc1)/C(=C/c1ccccc1)NC(=O)c1ccccc1	i	i	1.7
CCOc1ccc(OCC)c(C2C(C#N)=C(N)N(c3cccnc3)C3=C2C(=O)CC(C)(C)C3)c1 (stereo unspecified)	i	i	2.7
COC(=O)c1cc(N2CCNCC2)nc2ccccc12	i	i	-2
CCOc1ccc(C2=C/C(=C/c3cccnc3)C(=O)O2)cc1	i	i	-0.47
O=[N+]([O-])c1cc(Cl)ccc1Sc1cccc2cccnc12	i	i	0.1
COc1cccc(NC(=O)C(Cc2ccccc2)NC(=O)C2CCC(C)CC2)c1 (stereo unspecified)	i	i	0.52
CCn1c(SCc2ccccc2F)nnc1-c1ccncc1	i	i	1.8
O=C(COc1ccc(Cl)cc1)NCc1ccccc1	i	i	-0.32
CN(CCOc1ccccc1)CC(=O)Nc1ccc(S(=O)(=O)N2CCCC2)cc1	i	i	0.02
CCC(C)N1C(=O)CCC1C(=O)N1CCN(c2ccc(F)cc2)CC1 (stereo unspecified)	i	i	-0.18
CC(=O)N1CCN(c2cc(N3CCCC3)c(F)cc2[N+](=O)[O-])CC1	i	i	1
CCC[C@H](CN[C@@H](CNC)[C@H](C)O)NCCc1ccc(OC)cc1	i	i	0.09
Cc1[nH]c2ccc(-c3nnc(SCC(=O)c4ccc(F)cc4)o3)cc2c1C	i	i	1.6
COc1cc(SC#N)ccc1N=Cc1c(C)[nH]n(-c2ccc(C)c(C)c2)c1=O	i	i	0.89
Cc1ccc(CCNS(=O)(=O)c2ccc3c(c2)C(C)(C)C(=O)N3C)cc1	i	i	-1.2
COc1cc(/C=C/C(=O)OCC(=O)NCc2cccs2)ccc1OC(F)F	i	i	0
COc1nc(NCc2cccnc2)nc(NC2CCCCC2)n1	i	i	-1.3
O=C(N/N=C/c1ccccn1)c1ccc(S(=O)(=O)N2CCCCCC2)cc1	i	i	-0.28
COc1ccc(NC(=O)CSc2ccc(-c3ccccn3)nn2)cc1OC	i	i	0.04
Clc1ccc(-c2nnc(SCc3ccon3)o2)c(Cl)c1	i	i	-0.36
COCCNC(=S)NC(=O)CC12CC3CC(CC(C3)C1)C2	i	i	0.93
O=C(CSc1nc2c(c(=O)n1-c1ccc(Cl)cc1)SCC2)NCc1ccco1	i	i	0.57
Cn1c(/C=C/c2ccc(Cl)cc2)nc2ccccc2c1=O	i	i	0.47
CC1CCN(C(=S)c2ccc(-c3ccc(Cl)cc3Cl)o2)CC1	i	i	-1.6
CC(=O)NS(=O)(=O)c1ccc(NC(=O)c2ccc3c(c2)OCO3)cc1	.	i	0.24
Cc1cc(NC(=O)NCC(F)(F)F)no1	i	i	-1.6
COc1cc(C(=O)OCC(=O)Nc2ccc(F)cc2F)cc(OC)c1OC	i	i	0.26
COCCNC(=O)c1cc(S(=O)(=O)N(C)c2ccccc2OC)ccc1C	i	i	-1.4

Record cards (already shown). Values in the order: CHT block	KCNQ2 block	Kir21 block
Shown for `CCC(C)N1C(=O)CCC1C(=O)N1CCN(c2ccc(F)cc2)CC1` (stereo unspecified) → i	i	-0.18
Shown for `Cc1[nH]c2ccc(-c3nnc(SCC(=O)c4ccc(F)cc4)o3)cc2c1C` → i	i	1.6

Other structures follow:
compound	CHT block	KCNQ2 block	Kir21 block
Cc1ccc(N(CC(=O)Nc2c(C)cccc2C)S(C)(=O)=O)cc1	i	i	-2.7
CCOC(=O)Cc1nnc(NC(=O)C(CC)Sc2nc(C)cc(=O)[nH]2)s1 (stereo unspecified)	i	i	0.82
O=C(NC(N1CCOCC1)C(Cl)(Cl)Cl)c1ccco1 (stereo unspecified)	i	i	0.08
COc1ccc(N(C(C)=O)c2nc3ccccc3[nH]2)cc1	i	i	-0.51
O=C(COCC(=O)Nc1cccc(C(F)(F)F)c1)Nc1cccc(C(F)(F)F)c1	i	i	0.31
CCOC(=O)c1sc(NC(=O)/C=C/c2c(F)cccc2Cl)nc1C	i	i	0.03
COc1ccc(-c2cc(C(=O)Nc3sc4c(c3C#N)CCCC4)c3ccccc3n2)cc1OC	i	i	0.46
CCOC(=O)C1=C(NC(=S)NC(=O)c2ccccc2)c2ccccc2CC1C(C)C (stereo unspecified)	i	i	-0.83
COc1cccc(C(=O)NNc2c3ccccc3nc3ccccc23)c1	i	i	2.6
Cn1cc(-c2nnc(-c3ccccc3)o2)c2ccccc21	i	i	-0.67
Cc1ccc(CNC(=O)Cn2cccc2C(=O)c2ccccc2)cc1	i	i	-0.38
COc1ccccc1NS(=O)(=O)c1cccc(C(=O)NN)c1	i	i	-0.45
COc1cc(NC(=O)CSc2nc3ccccc3c(=O)n2C)ccc1NC(=O)c1ccco1	i	i	-1.4
CCC(C)NC(=O)c1cc(-c2ccc(OC)cc2)on1 (stereo unspecified)	i	i	1.2
CCOC(=O)NC(=O)/C(C#N)=N/Nc1ccc(F)cc1	i	i	-0.67
Cc1ccc(Cl)cc1NC(=O)C1C2CCC(O2)C1C(=O)O (stereo unspecified)	i	i	-0.3
Cc1nn(CC(=O)NCc2ccccc2F)c(C)c1[N+](=O)[O-]	i	i	-1.8
Cc1c(NC(=O)c2ccc(Br)o2)cccc1C(=O)O	i	i	0.21
Cc1occc1C(=O)NC(C)c1ccc2c(c1)OCO2 (stereo unspecified)	i	i	-0.14
Cc1cc(C(=O)CSc2nnc3ccccn23)c(C)n1-c1ccccc1	i	i	-1.1
Clc1ccc2c(c1)C(N1CCNCC1)=Nc1ccccc1O2	i	i	-2.6
O=C(COC(=O)c1ccc(S(=O)(=O)N2CCCC2)cc1)NCc1ccc(Cl)cc1	i	i	0.43
Cc1ccc(-c2ccc(=O)n(Cc3c(F)cccc3Cl)n2)cc1	i	i	-0.14
Nc1cc(-c2ccc(Cl)cc2)nn1-c1ccccc1	i	i	0.67
COc1ccc(CCN2C(=O)NC(NS(=O)(=O)c3ccc(NC(C)=O)cc3)(C(F)(F)F)C2=O)cc1OC (stereo unspecified)	i	i	0
COC(=O)c1ccccc1NC(=O)CCS(=O)(=O)c1ccc(Br)cc1	.	i	-2.3
C/C(=N\NC(=O)c1ccn(C)n1)c1ccc(NC(=O)c2cccc(F)c2)cc1	i	i	-0.98
COc1ccc(-n2c(SCC(=O)Nc3cccc(C(=O)O)c3)nnc2-c2ccco2)cc1	i	i	0.36
CCNC(=O)COc1ncnc2scc(-c3ccc(F)cc3)c12	i	i	0
CCOc1ncccc1C(=O)NCCc1ccc(OC)cc1	i	i	1.9
CCOc1cc(CNc2ccccc2)cc(Br)c1OCc1ccccc1F	i	i	-0.02
Cc1cc(C)n(-c2nc3c(c(=O)[nH]c(=O)n3C)n2C)n1	i	i	0
Cc1cc(C)c(C)c(S(=O)(=O)Nc2ccccc2C(=O)NCCCN2CCOCC2)c1C	i	i	0.01
CCOC(=O)C1C(=O)CC(C)(O)C(C(=O)OCC)C1c1cccc(OC)c1 (stereo unspecified)	i	i	-1.1
S=C(Nc1ccccc1Cl)N1CCCC1	i	i	0.75
O=C(NCc1ccncc1)c1nnc(Cc2c(F)cccc2Cl)o1	i	i	0.59
Cc1cn2c(=O)c(C(=O)NCc3ccc4c(c3)OCO4)cnc2s1	i	i	-1.4
CCSc1nnc(NC(=O)CSC2=NN3CCCC(=O)N=C3S2)s1	i	i	0.78
Oc1c(Cl)cccc1C=Nc1cc(C(F)(F)F)ccc1N1CCCC1	i	i	-0.14
CCOC(=O)N1CCN(S(=O)(=O)/C=C/c2ccccc2)CC1	i	i	-1.3
COc1ccccc1OCCCCN1CCN(C(c2ccccc2)c2ccccc2)CC1	i	i	-1.6
O=C(CN1C(=O)c2ccccc2C1=O)Nc1ccccc1C(=O)N1CCCC1	i	i	-1.5
Cc1cc(C)nc(N(C#N)Cc2ccc(Cl)cc2)n1	i	i	-2.3
COc1cc(CNc2ccc3[nH]c(=O)[nH]c3c2)cc(Br)c1OCC(=O)NC(C)(C)C	i	i	0.8
Cc1c(C(=O)O)oc2ccc(S(=O)(=O)NCc3ccc4c(c3)OCO4)cc12	i	i	-0.26
Cc1cccc(C(=O)NCCCNC(=O)c2cccc(C)c2)c1	i	i	0.4
CC1(C)CC(=O)c2ccc(OCc3ccc([N+](=O)[O-])cc3)cc2O1	i	i	-1.2
CCc1nc2scc(-c3cccs3)c2c(=O)o1	i	i	-0.69
CCCC1CCC(c2ccc(OCC)cc2)=CC1=O (stereo unspecified)	i	i	1
O=C(NCC(=O)N1CCN(c2ccccc2O)CC1)c1ccc2c(c1)OCO2	i	i	1.7

Rewritten with values under each structure: entries from further up.
Sequence of screens – CHT block | KCNQ2 block | Kir21 block
- COc1cc(CNc2ccc3[nH]c(=O)[nH]c3c2)cc(Br)c1OCC(=O)NC(C)(C)C
  i | i | 0.8
- CCOc1ncccc1C(=O)NCCc1ccc(OC)cc1
  i | i | 1.9

(cont.)
compound	CHT block	KCNQ2 block	Kir21 block
Cc1nnc(NC(=O)CS(=O)(=O)Cc2ccccc2)s1	.	i	1.6
Cc1nn(C)cc1CNCc1c(C(=O)N2CCCCC2)nc2c(C)cccn12	i	i	1.7
O=C(c1cccs1)n1nc(-c2ccccc2)nc1NCc1ccco1	i	i	1.4
Cc1ccc(NC(=O)c2cnccn2)c(Br)c1	i	i	-0.02
O=C(CN1CCN(S(=O)(=O)c2ccc(Cl)cc2)CC1)Nc1ccc2c(c1)OCCO2	i	i	-0.02
CN(CC(=O)Nc1cccc(F)c1)C(=O)CSc1nc2ccccc2s1	i	i	-0.49
O=C(NC(O)C(=O)c1ccccc1)c1ccccn1 (stereo unspecified)	i	i	0.28
C/C(=N\NC(=O)c1nnn(-c2nonc2N)c1-c1ccccc1)c1cccnc1	i	i	0.72
Cc1c(NC(=O)Cc2noc3ccccc23)cccc1[N+](=O)[O-]	i	i	-0.43
CCCCN(C)CCN1C(=O)C2C(C(=O)Nc3ccc(C)cc3)C3C=CC2(O3)C1C(=O)NC1CCCCC1 (stereo unspecified)	i	i	-1.2
Cc1ccc(-c2nnc(SCC(=O)Nc3ccccc3F)o2)cc1	i	i	0.93
Cc1cc(OCC(=O)NCc2ccncc2)c2c(C)c(C)c(=O)oc2c1	i	i	1.2
CN(c1ccccc1)S(=O)(=O)c1ccc(Cl)nc1	i	i	0.89
CCc1nnc(NC(=O)C(=O)NCCOC(=O)c2ccccc2Cl)s1	i	i	-0.41
CC(=O)c1cccc(OCC(=O)N2CCCc3ccccc32)c1	i	i	-0.87
COCCn1cc(C(=O)NCCN(C)C)c2c3ccccc3n(C)c2c1=O	i	i	0.73
CCN(CC)C(=O)C(=O)N/N=C/c1ccc(Br)cc1	i	i	0.83

Screening results from PubChem BioAssay.
